PRC2 inh: EZH2/PRC2 methyltransferase inhibitors, primary screen, biochemical, DELFIA time-resolved fluorescence, single point; 57,000 compounds, 0.35% hits; PRC2 H3K27 methylation, DELFIA TRF, 1 h; inhibition, % at 12.5 µM;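 active = mean inhibition of replicates at least 50% and every single replicate also reaching 50%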;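 note: dimethyl H3K27 on biotinylated H3 21-44 peptide detected by antibody; plate controls were median neutral control wells for no effect and median positive control wells for full effect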
Target sequence (Q15910 whole entry, looked up): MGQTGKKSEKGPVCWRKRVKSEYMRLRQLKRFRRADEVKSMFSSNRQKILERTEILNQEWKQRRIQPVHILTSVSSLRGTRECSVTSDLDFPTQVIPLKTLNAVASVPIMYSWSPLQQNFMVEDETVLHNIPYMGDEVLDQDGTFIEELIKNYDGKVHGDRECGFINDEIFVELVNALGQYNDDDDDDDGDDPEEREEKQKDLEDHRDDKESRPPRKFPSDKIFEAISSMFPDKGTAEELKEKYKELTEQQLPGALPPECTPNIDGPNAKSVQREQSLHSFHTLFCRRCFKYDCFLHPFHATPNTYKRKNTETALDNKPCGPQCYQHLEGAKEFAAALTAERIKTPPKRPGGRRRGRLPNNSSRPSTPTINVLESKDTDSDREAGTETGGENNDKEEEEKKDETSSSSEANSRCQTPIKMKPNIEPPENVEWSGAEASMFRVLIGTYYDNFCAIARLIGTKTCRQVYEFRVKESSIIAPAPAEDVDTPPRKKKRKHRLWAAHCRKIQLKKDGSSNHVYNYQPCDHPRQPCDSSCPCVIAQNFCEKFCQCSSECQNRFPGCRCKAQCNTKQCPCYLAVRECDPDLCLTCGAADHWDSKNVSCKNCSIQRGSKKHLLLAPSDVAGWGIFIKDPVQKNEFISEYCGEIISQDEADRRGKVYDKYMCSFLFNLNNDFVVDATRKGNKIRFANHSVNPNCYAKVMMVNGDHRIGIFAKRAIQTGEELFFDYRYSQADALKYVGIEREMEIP
IDH1 R132H inh: inhibitors of IDH1 R132H reductase, primary screen, biochemical, plate reader, single point; 70,000 compounds, 0.18% hits; inhibition, % at 10 µM; diaphorase/resazurin fluorescence, 60 min; in the data active = inhibition above about 34%;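 note: 0% = DMSO and 100% = no enzyme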
Active calls of the source: *; / = not tested or not shown. Only part of the results is shown, so the mix of outcomes need not match the whole.

SMILES | PRC2 inh | IDH1 R132H inh
CC(=O)[C@@]1(O)CC[C@H]2[C@@H]3C[C@H](C)C4=CC(=O)C=C[C@]4(C)[C@@]3(F)[C@@H](O)C[C@@]21C | 3 | 0.5
C[C@@H]1CN([C@H](C)CO)C(=O)c2cc(NC(=O)Nc3ccc(C(F)(F)F)cc3)ccc2O[C@@H](C)CCCCO[C@H]1CN(C)S(=O)(=O)c1ccccc1 | / | 0.4
C[C@@H]1CN([C@@H](C)CO)C(=O)c2cc(-c3cccnc3)cnc2O[C@H]1CN(C)C(=O)Nc1ccc(F)cc1 | 3 | -1.9
C[C@H](CO)N1C[C@H](C)[C@@H](CN(C)Cc2cccc(C(=O)O)c2)Oc2cc(Br)ccc2S1(=O)=O | 13 | /
CCCNC(=O)N(C)C[C@@H]1Oc2ncc(-c3ccc(OC)cc3)cc2C(=O)N([C@@H](C)CO)C[C@H]1C | -13 | -1.3
C[C@@H]1CCCCO[C@H](CN(C)S(C)(=O)=O)[C@@H](C)CN([C@H](C)CO)C(=O)c2cc(NS(=O)(=O)c3ccc(Cl)cc3)ccc2O1 | / | 4.7
CC(=O)n1cc([C@@H]2C=C(C(=O)NCc3nc4ccccc4[nH]3)O[C@H](OCCCCO)C2)c2ccccc21 | 0 | /
CC(C)C#Cc1ccc2c(c1)O[C@H](CN(C)C(=O)c1ccccn1)[C@H](C)CN([C@H](C)CO)S2(=O)=O | -6 | -0.3
O=C(C[C@H]1C=C[C@@H](NC(=O)c2ccncc2)[C@H](CO)O1)NCC1CC1 | 8 | 0.0
Nc1nc(CSc2nnnn2-c2ccccc2)nc(N2CCCc3ccccc32)n1 | / | 6.1
C[C@H]1CN([C@@H](C)CO)S(=O)(=O)c2ccc(C#CCN(C)C)cc2O[C@@H]1CN(C)S(C)(=O)=O | -5 | -2.2
O=C(C[C@@H]1CC[C@H](NC(=O)C2CCC2)[C@H](CO)O1)NC1CCC1 | 6 | -0.5
O=C(C[C@H]1C[C@@H]2c3cc(NC(=O)CC4CC4)ccc3O[C@@H]2[C@@H](CO)O1)NCCc1ccccc1 | -6 | 0.3
C[C@H]1CN([C@@H](C)CO)C(=O)c2cccc(NS(=O)(=O)c3ccc(F)cc3)c2O[C@@H]1CN(C)Cc1ccncc1 | 0 | 6.5
COc1ccc(CNC(=O)C[C@@H]2C=C[C@@H](NC(=O)CN(C)C)[C@@H](CO)O2)cc1 | -1 | 0.6
CC(C)NC(=O)Nc1ccc2c(c1)CC(=O)N([C@H](C)CO)C[C@@H](C)[C@H](CN(C)C(=O)NC1CCCCC1)O2 | 4 | -1.5
O=C(C[C@H]1C=C[C@H](NC(=O)Cc2ccccn2)[C@@H](CO)O1)NCCc1ccccc1 | 3 | -0.3
O=C(C[C@@H]1C[C@@H]2c3cc(NC(=O)c4cccnc4)ccc3O[C@@H]2[C@H](CO)O1)NCC(F)(F)F | 1 | -0.2
CC(C)NC(=O)N(C)C[C@@H]1Oc2cc(C#CC3CC3)ccc2S(=O)(=O)N([C@H](C)CO)C[C@@H]1C | -25 | -1.5
C[C@H](CO)N1C[C@H](C)[C@@H](CN(C)Cc2ccncc2)Oc2ccc(NC(=O)NC3CCCCC3)cc2CC1=O | -1 | 8.4
C[C@@H]1CN([C@@H](C)CO)C(=O)c2cc(NS(=O)(=O)c3ccc(F)cc3)ccc2O[C@@H]1CN(C)C(=O)Nc1ccc2c(c1)OCO2 | / | 1.4
CO[C@H]1CN(C)C(=O)c2cc(NC(=O)NC(C)C)ccc2OC[C@H](C)N(CC2CC2)C[C@H]1C | 9 | -0.1
C[C@H](CO)N1C[C@H](C)[C@@H](CN(C)CC2CCCCC2)Oc2ccc(NC(=O)Cc3ccccc3)cc2CC1=O | -28 | 0.2
O=C(CCn1cnc2ccccc2c1=O)Nc1ccc2c(c1)OCCO2 | -26 | -0.1
O=C(Cc1ccccn1)N[C@@H]1C=C[C@H](CC(=O)N2CCCCC2)O[C@H]1CO | -8 | -0.2
CC(=O)c1ccc(NC(=O)CSc2nncn2C)cc1 | 0 | 0.0
Cc1noc(C)c1S(=O)(=O)Nc1cccc2c1O[C@@H](CN(C)CC1CCCCC1)[C@@H](C)CN([C@H](C)CO)C2=O | 1 | 4.7
CC(C)NC(=O)N(C)C[C@@H]1OCc2ccccc2-c2ccccc2C(=O)N([C@@H](C)CO)C[C@H]1C | 1 | -0.1
CNC[C@@H]1Oc2c(NS(=O)(=O)c3cccs3)cccc2C(=O)N([C@@H](C)CO)C[C@@H]1C | / | 0.5
C[C@H](CO)N1C[C@H](C)[C@H](CN(C)S(=O)(=O)c2ccc(Cl)cc2)Oc2ccc(NC(=O)Cn3cnnn3)cc2CC1=O | / | -5.0
CC1CCc2c(sc(NC(=O)c3nc4ncccn4n3)c2C(N)=O)C1 (stereo not given) | 1 | 0.3
CO[C@@H]1CN(C)C(=O)c2cc(NC(=O)c3cc(C)on3)ccc2OC[C@H](C)N(C)C[C@H]1C | -3 | 0.2
C[C@H]1CN([C@@H](C)CO)S(=O)(=O)c2ccc(C#CC(C)(C)O)cc2O[C@H]1CN(C)C(=O)C1CCCCC1 | -11 | /
C[C@@H]1CN([C@@H](C)CO)C(=O)c2cc(NS(=O)(=O)c3cccs3)ccc2O[C@H]1CN(C)Cc1ccc(Cl)c(Cl)c1 | 1 | -1.2
O=C(C[C@@H]1C=C[C@@H](NC(=O)Cc2cccnc2)[C@@H](CO)O1)NCc1ccc2c(c1)OCO2 | 2 | 0.1
CCC(C)Cn1c(CCCO)nc2ccccc21 (stereo not given) | 3 | -0.3

Quoted from the listing:
IDH1 R132H inh with C[C@@H]1CN([C@@H](C)CO)C(=O)c2cc(NS(=O)(=O)c3cccs3)ccc2O[C@H]1CN(C)Cc1ccc(Cl)c(Cl)c1 → -1.2
IDH1 R132H inh with O=C(Cc1ccccn1)N[C@@H]1C=C[C@H](CC(=O)N2CCCCC2)O[C@H]1CO → -0.2
IDH1 R132H inh with CNC[C@@H]1Oc2c(NS(=O)(=O)c3cccs3)cccc2C(=O)N([C@@H](C)CO)C[C@@H]1C → 0.5
PRC2 inh with O=C(C[C@@H]1C=C[C@@H](NC(=O)Cc2cccnc2)[C@@H](CO)O1)NCc1ccc2c(c1)OCO2 → 2
PRC2 inh with Cc1noc(C)c1S(=O)(=O)Nc1cccc2c1O[C@@H](CN(C)CC1CCCCC1)[C@@H](C)CN([C@H](C)CO)C2=O → 1
PRC2 inh with CC(C)NC(=O)N(C)C[C@@H]1OCc2ccccc2-c2ccccc2C(=O)N([C@@H](C)CO)C[C@H]1C → 1

Returning to the listing with the four entries that preceded the break.
SMILES | PRC2 inh | IDH1 R132H inh
C[C@H]1CN([C@@H](C)CO)S(=O)(=O)c2ccc(C#CC(C)(C)O)cc2O[C@H]1CN(C)C(=O)C1CCCCC1 | -11 | /
C[C@@H]1CN([C@@H](C)CO)C(=O)c2cc(NS(=O)(=O)c3cccs3)ccc2O[C@H]1CN(C)Cc1ccc(Cl)c(Cl)c1 | 1 | -1.2
O=C(C[C@@H]1C=C[C@@H](NC(=O)Cc2cccnc2)[C@@H](CO)O1)NCc1ccc2c(c1)OCO2 | 2 | 0.1
CCC(C)Cn1c(CCCO)nc2ccccc21 (stereo not given) | 3 | -0.3
N=C(N)SCCc1ccc(OCc2ccc([N+](=O)[O-])cc2)cc1 | 12 | -0.2
COc1ccc(CN(C)C[C@H]2Oc3ccc(NC(=O)Nc4ccc(C(F)(F)F)cc4)cc3C(=O)N([C@H](C)CO)C[C@@H]2C)cc1 | / | 1.5
CCOc1ccccc1OCC(=O)Nc1ccccc1C(=O)O | -20 | -1.1
O=C(c1ccccc1)N1C(=S)C(c2ccccc2)=NC12CCCC2 | -242 | 1.0
COc1ccc(-c2cc(=O)[nH]c(SCC(=O)Nc3ccc(Oc4ccccc4)cc3)n2)cc1 | 3 | 0.4
CC(C)NC(=O)N(C)C[C@@H]1OCCCC[C@@H](C)Oc2ccc(NS(=O)(=O)c3ccccc3)cc2C(=O)N([C@@H](C)CO)C[C@@H]1C | / | 3.2
O=C(O)C[C@@H]1C[C@H]2c3cc(NC(=O)Nc4ccccc4)ccc3O[C@H]2[C@@H](CO)O1 | -3 | 0.3
COc1ccc(NC(=O)Nc2ccc3c(c2)C(=O)N([C@@H](C)CO)C[C@H](C)[C@@H](CN(C)S(=O)(=O)c2ccc(C)cc2)OCCCC[C@H](C)O3)cc1 | / | 5.5
Cc1ccccc1-c1cnc2c(c1)C(=O)N([C@@H](C)CO)C[C@H](C)[C@H](CN(C)Cc1ccccc1F)O2 | -7 | 0.9
O=C(C[C@H]1C[C@@H]2c3cc(NC(=O)C4CCOCC4)ccc3O[C@@H]2[C@H](CO)O1)NCc1ccc2c(c1)OCO2 | -4 | 0.0
CN(C)CC(=O)N[C@H]1CC[C@@H](CCn2cc(C3CCCC3)nn2)O[C@@H]1CO | -3 | -0.2
CO[C@@H](CN(C)Cc1ccc(-c2ccccn2)cc1)[C@H](C)CN(C(=O)Nc1ccc(F)cc1)[C@H](C)CO | -13 | -0.2
C[C@@H]1CCCCO[C@H](CN(C)S(=O)(=O)c2ccccc2)[C@H](C)CN([C@@H](C)CO)C(=O)c2cc(NS(=O)(=O)c3cccs3)ccc2O1 | / | -0.8
Cc1ccc(S(=O)(=O)Nc2ccc3c(c2)C(=O)N([C@@H](C)CO)C[C@H](C)[C@@H](CN(C)C)OCCCC[C@H](C)O3)cc1 | -10 | /
C[C@@H]1CCCCO[C@@H](CN(C)S(=O)(=O)c2cn(C)cn2)[C@@H](C)CN([C@H](C)CO)C(=O)c2cc(NC(=O)c3ccncc3)ccc2O1 | / | -1.0
C[C@H]1CN([C@@H](C)CO)C(=O)c2cc(C3=CCCC3)cnc2O[C@@H]1CN(C)Cc1ccccc1 | / | 7.8
Cc1noc(C)c1NC(=O)N(C)C[C@H]1Oc2ccc(NS(=O)(=O)c3cn(C)cn3)cc2C(=O)N([C@H](C)CO)C[C@@H]1C | / | 3.3
CCCN1C[C@H](C)[C@H](OC)CN(C)C(=O)c2cc(NS(=O)(=O)c3cn(C)cn3)ccc2OC[C@@H]1C | 0 | -0.1
COC(=O)c1sc(=S)n(C)c1C | -15 | -0.8
C[C@H](CO)N1C[C@H](C)[C@H](CN(C)C)OCCCC[C@H](C)Oc2ccc(NC(=O)CCC(F)(F)F)cc2C1=O | -14 | /
C[C@@H]1CN([C@H](C)CO)C(=O)c2cc(NC(=O)Nc3ccc(C(F)(F)F)cc3)ccc2O[C@@H]1CN(C)Cc1ccc(C(=O)Nc2ccccc2N)cc1 | -40 | /
CNC[C@H]1Oc2ccc(NC(=O)c3ccncc3)cc2CC(=O)N([C@@H](C)CO)C[C@H]1C | 9 | 4.0
O=C(Nc1ccc(F)cc1)N[C@H]1CC[C@H](CCn2cc(-c3ccccc3F)nn2)O[C@H]1CO | 0 | 0.4
O=C(NCC[C@@H]1CC[C@@H](NC(=O)C2CCC2)[C@H](CO)O1)c1ccc(F)cc1 | -11 | -0.1
COc1ccc(NC(=O)Nc2ccc3c(c2)C(=O)N([C@H](C)CO)C[C@@H](C)[C@@H](CN(C)Cc2ccc(Cl)c(Cl)c2)O3)cc1 | / | -0.1
N#Cc1c(SCC(=O)Nc2ccc(F)cc2Cl)nc2c(c1C(F)(F)F)CCCCC2 | -13 | 0.3
CCOc1ccccc1NC(=O)CSc1nc2ccccc2c(=O)n1-c1cccc(C(F)(F)F)c1 | / | -0.1
COc1ccc(-c2cnc3c(c2)C(=O)N([C@@H](C)CO)C[C@H](C)[C@H](CN(C)C(=O)C2CCOCC2)O3)cc1 | / | 0.0
COc1ccc(NC(=O)N(C)C[C@@H]2Oc3ccc(NS(=O)(=O)c4c(C)noc4C)cc3CC(=O)N([C@H](C)CO)C[C@H]2C)cc1 | / | 0.1
CCn1c(SCC(=O)c2cccc([N+](=O)[O-])c2)nnc1-c1ccco1 | 16 | -0.2
C[C@@H]1CN([C@@H](C)CO)C(=O)c2cc(C3=CCCCC3)cnc2O[C@@H]1CN(C)C(=O)c1ccccn1 | 0 | -4.4
C[C@@H]1CN([C@H](C)CO)C(=O)Cc2cc(NC(=O)C3CC3)ccc2O[C@@H]1CN(C)C(=O)Nc1cccc2ccccc12 | -9 | 1.5
CC(=O)N[C@@H]1CC[C@@H](CCNC(=O)Nc2ccc(C(F)(F)F)cc2)O[C@H]1CO | -1 | 0.4
CNC[C@H]1Oc2cc(-c3ccncc3)ccc2S(=O)(=O)N([C@@H](C)CO)C[C@H]1C | -5 | 0.3
COc1ccccc1NC(=O)C1=C(C)Nc2nc(CCCO)nn2C1c1cccnc1 (stereo not given) | -1 | -0.5
O=C(C[C@H]1C=C[C@@H](NC(=O)Nc2cc(F)ccc2F)[C@H](CO)O1)Nc1ccccc1 | 2 | -0.1

The closing 2 records of the section before open the next one.
SMILES | PRC2 inh | IDH1 R132H inh
COc1ccccc1NC(=O)C1=C(C)Nc2nc(CCCO)nn2C1c1cccnc1 (stereo not given) | -1 | -0.5
O=C(C[C@H]1C=C[C@@H](NC(=O)Nc2cc(F)ccc2F)[C@H](CO)O1)Nc1ccccc1 | 2 | -0.1
COc1ccc(NC(=O)N(C)C[C@@H]2OCCCC[C@@H](C)Oc3ccc(NC(=O)c4ccncc4)cc3C(=O)N([C@@H](C)CO)C[C@H]2C)cc1 | / | 13
Cc1ccc(S(=O)(=O)Nc2ccc3c(c2)CC(=O)N([C@H](C)CO)C[C@@H](C)[C@@H](CN(C)Cc2ccccc2)O3)cc1 | / | 1.5
C/C=C/c1ccc2c(c1)O[C@@H](CN(C)C(=O)Nc1ccc(OC)cc1)[C@@H](C)CN([C@H](C)CO)S2(=O)=O | -18 | -15
O=C(N[C@@H]1CC[C@H](CCn2cc(C3(O)CCCC3)nn2)O[C@@H]1CO)C1CCOCC1 | 4 | 0.1
CCCN(C)C[C@H]1Oc2ncc(C#CCN(C)C)cc2C(=O)N([C@H](C)CO)C[C@@H]1C | -8 | -0.2
COc1ccc(S(=O)(=O)N(C)C[C@H]2Oc3ccc(NC(=O)C4CC4)cc3CC(=O)N([C@H](C)CO)C[C@H]2C)cc1 | / | 0.3
O=C(C[C@@H]1C=C[C@@H](NS(=O)(=O)c2ccccc2F)[C@@H](CO)O1)NCCCN1CCOCC1 | 3 | 0.3
